Screens from PubChem.
TrxR1 substrate: is turned over as a substrate by rat TrxR1; O89049; purified TrxR1 substrate turnover, NADPH consumption readout; Potency, µM (top dose mostly 114 µM), without a hit: at the highest dose activity change, negative = substrate turnover; actives 0.01% (n = 390,000); AID 588456; further: potency means the concentration at half of the fitted maximal effect; on the % scale 0 is the no-effect control and ±100 the full control effect; nearly all actives have a fitted effect of over 50% in size
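Rat TrxR1, dispensed at 90 nM, was prereduced with 400 uM NADPH (final) for 5 min at ~22 deg C, then incubated with compound 15 min before 400 uM selenite. A first-read NADPH fluorescence drop versus no-compound background flagged substrates.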
TrxR1 inh: blocks rat thioredoxin reductase 1 | actives 1% (n = 390,000) | Potency, µM (highest dose often 114 µM), without a hit: top-dose activity change, negative = inhibition, actives largely listed as inhibitors | O89049 | recombinant rTrxR1, NADPH fluorescence consumption, selenite substrate; further: potency means the concentration at half of the fitted maximal effect; on the % scale 0 is the no-effect control and ±100 the full control effect; nearly all actives have a fitted effect of over 65% in size
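Rat TrxR1 (90 nM in the dispensed reagent) was pre-reduced with 400 uM NADPH for 5 min at room temperature, then incubated with compound for 15 min. After 400 uM selenite was added, NADPH fluorescence (Ex 340/Em 450 nm) was followed for 8 min.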
Pin1 inh: human Pin1 inhibition; Q13526; Pin1 FP peptide displacement, HiFluor488, 10 min; Potency, µM (doses to about 115 µM), for inactives: at the highest dose activity, negative = inhibition, usual class: inhibitors; actives 0.009% (n = 390,000); active means well fitted inhibition curve with a large enough effect in the polarisation, with a control signal flat, not every such curve was filed as active; inconclusive means small, poorly fitted or top-dose-only effect, or effect the other way, or a change in a side signal; inactive means no such curve, though single readings can be large or run the other way; the % refers to the polarisation; further: potency means the concentration at half of the fitted maximal effect; on the % scale 0 is the no-effect control and ±100 the full control effect
Target sequence (Q13526 whole entry, looked up): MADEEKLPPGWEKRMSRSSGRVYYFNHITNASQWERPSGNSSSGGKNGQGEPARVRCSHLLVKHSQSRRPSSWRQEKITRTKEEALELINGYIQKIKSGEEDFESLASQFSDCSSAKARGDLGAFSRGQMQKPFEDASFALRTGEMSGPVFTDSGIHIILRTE
mIDH1 inhibitor: blocks human mutant IDH1 R132H enzyme; AID 602179; O75874; Potency, µM (highest dose often 76.6 µM), inactives show at the top dose activity change, negative = inhibition, actives largely listed as inhibitors; actives 0.093% (n = 390,000); IDH1-R132H enzyme, NADPH consumption, diaphorase/resazurin fluorescence; further: potency means the concentration at half of the fitted maximal effect; on the % scale 0 is the no-effect control and ±100 the full control effect; nearly all actives have a fitted effect of over 65% in size
Target sequence (O75874 whole entry R132H, stated change not applied): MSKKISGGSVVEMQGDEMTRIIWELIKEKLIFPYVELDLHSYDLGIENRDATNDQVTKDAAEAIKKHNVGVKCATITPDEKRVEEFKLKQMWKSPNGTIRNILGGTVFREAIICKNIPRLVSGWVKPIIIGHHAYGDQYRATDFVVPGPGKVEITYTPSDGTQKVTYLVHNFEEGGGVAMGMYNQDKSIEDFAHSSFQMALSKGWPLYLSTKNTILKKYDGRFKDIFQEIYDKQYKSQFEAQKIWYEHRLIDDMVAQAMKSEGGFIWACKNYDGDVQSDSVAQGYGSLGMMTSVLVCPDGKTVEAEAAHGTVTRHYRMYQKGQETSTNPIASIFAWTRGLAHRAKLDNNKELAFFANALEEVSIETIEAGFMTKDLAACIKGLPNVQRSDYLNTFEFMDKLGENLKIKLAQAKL
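IDH1-R132H (0.5 ug/mL dispensed) in pH 7.5 Tris buffer was preincubated 30 min with compound, then given a substrate mix of 0.016 mM NADPH and 2 mM alpha-KG for 80 min at room temperature; remaining NADPH was read by diaphorase/resazurin fluorescence.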
PI4K2A block: blocks human PI4K2A kinase activity | Q9BTU6 | purified PI4K2A, ADP-Glo luminescence, 1 h; stronger effect = lower value | activity change, negative = inhibition, % at 76.9 µM | actives 0.13% (n = 420,000) | AID 1346378; in the data active means activity change below about -50%; inconclusive means mostly about -30% to -49%;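 further: -100% = wells without enzyme as full effect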
Target sequence (Q9BTU6 whole entry, looked up): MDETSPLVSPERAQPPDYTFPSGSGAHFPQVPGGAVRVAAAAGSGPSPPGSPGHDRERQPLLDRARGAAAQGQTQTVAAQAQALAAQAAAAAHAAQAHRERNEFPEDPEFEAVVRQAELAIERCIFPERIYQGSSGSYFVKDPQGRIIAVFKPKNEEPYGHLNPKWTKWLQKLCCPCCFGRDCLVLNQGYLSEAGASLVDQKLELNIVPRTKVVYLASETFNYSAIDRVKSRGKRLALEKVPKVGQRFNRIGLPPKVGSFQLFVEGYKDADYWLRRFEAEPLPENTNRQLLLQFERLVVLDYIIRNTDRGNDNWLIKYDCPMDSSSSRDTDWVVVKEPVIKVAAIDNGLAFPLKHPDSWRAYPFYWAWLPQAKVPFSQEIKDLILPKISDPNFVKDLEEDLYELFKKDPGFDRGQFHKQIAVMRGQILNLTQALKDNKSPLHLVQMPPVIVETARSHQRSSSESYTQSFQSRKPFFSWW
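In this quantitative HTS, ADP production by PI4K2A was quantified luminescently after 1 h at ambient temperature; 100 microM adenosine served as plate-quality control.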
USP1 inh: inhibitors of human USP1/UAF1 deubiquitinase | O94782 | recombinant USP1/UAF1, Ub-Rhodamine cleavage fluorescence | Potency, µM (titrated, usually from 57.1 µM), for the others: top-dose activity change, negative = inhibition, hits mostly inhibitors | actives 0.23% (n = 390,000) | AID 743255; further: potency means the concentration at half of the fitted maximal effect; on the % scale 0 is the no-effect control and ±100 the full control effect; nearly all actives have a fitted effect of over 60% in size; inactives centre near -12
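In this screen, compounds sit with the deubiquitinase complex (1nM) for 15 min at room temperature before Ub-Rho is added at 150nM final. Fluorescence rise is then followed for 6 reads every 60 seconds.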
Tb PGK inh: inhibitors of T. brucei phosphoglycerate kinase; PGK/GAPDH coupled, Kinase-Glo luminescence, 60 min; P07378; actives 0.043% (n = 380,000); Potency, µM (top dose mostly 57.5 µM), for the others: at the top dose activity change, negative = inhibition, most hits filed as inhibitors; further: potency means the concentration at half of the fitted maximal effect; on the % scale 0 is the no-effect control and ±100 the full control effect; nearly all actives have a fitted effect of over 60% in size
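Luminescent ATP detection (Kinase-Glo Plus) follows a 60-minute room-temperature incubation, with wells lacking PGK as controls. Buffer: 100 mM TEA (pH 7.6), 5 mM MgCl2, 0.01% Tween-20. Coupling enzyme GAPDH (100 nM final) supplies unstable 1,3-BPG in-well.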
GLS inh: blocks human kidney-isoform glutaminase activity; actives 0.21% (n = 410,000); GLS enzymatic activity, qHTS titration; O94925; Potency, µM (doses to about 45.5 µM), without a hit: top-dose activity change, negative = inhibition, most hits filed as inhibitors; AID 624170; further: potency means the concentration at half of the fitted maximal effect; on the % scale 0 is the no-effect control and ±100 the full control effect
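Human kidney-isoform GLS in 45 mM KH2PO4 pH 8.2, 0.02% Tween-20, with compound, started with 1mM L-Glutamine (added stock). Glutamate oxidase/HRP/Amplex red coupled fluorescence read at start and after 30 min at RT.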
HP1b binding inh: blocks HP1-beta chromodomain binding to methylated histone tails. P83916. AlphaScreen HP1-beta / biotin-H3K9me3 peptide binding. Potency, µM (highest dose often 114 µM), inactives show at the top dose activity change, negative = inhibition, hits mostly inhibitors. actives 0.56% (n = 390,000). AID 540317; further: potency means the concentration at half of the fitted maximal effect; nearly all actives have a fitted effect of over 70% in size; inactives centre near 23
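AlphaScreen: HP1-beta (50 nM) preformed 30 min with biotin-H3(1-18)K9me3 peptide (50 nM) in PBS pH 7.4, 0.01% Tween-20. Compound added for 30 min at RT, then streptavidin donor/nickel chelate acceptor beads (10 ug/mL) for 30 min.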
An asterisk follows results filed as active; i = inactive; u = inconclusive; x = not tested or not shown; & = joins results of further samples; [ ] = another dose, or the depositor's remark. Unless noted, the call rests on the fitted dose curve; in most records, active means well fitted curve in the direction sought with a large enough effect; inconclusive means small, poorly fitted or top-dose-only effect, or another doubt; inactive means no such curve, though single readings can be large; an effect the other way counts as inactive or inconclusive. The list is partial; the hit share may differ from the screen's.

SMILES	TrxR1 substrate	TrxR1 inh	Pin1 inh	mIDH1 inhibitor	PI4K2A block	USP1 inh	Tb PGK inh	GLS inh	HP1b binding inh
Fc1ccc(NCc2cccnc2)cc1	-1%	3%	u	2%	2	-12%	i	25%	30%
O=C(Cc1csc(Nc2nc(=S)[nH]c3ccccc23)n1)N1CCN(c2cccc(Cl)c2)CC1	0%[57.1 µM]	19%[57.1 µM]	-1%	23%	4	-13%	-6%	1%	1%
Cc1ccc(S(=O)(=O)NCC(=O)NC2CCCC2)cc1	-2%	4%	6%	7%	5	-8%	1%	-4%	44%[activator]
COc1cccc(CNC(=O)CCS(=O)(=O)c2ccc3c(c2)oc(=O)n3C)c1	12%&-5%	26%&1%	-2%&-1%	-4%&-2%	13&1	-18%&-5%	-10%&-6%	2%&-3%	38%&31%
CCC(=O)NCc1cc(-c2nn(C)c(=O)c3ccccc23)ccc1C	-10%	-13%	2%	-2%	-7	-10%	3%	6%	3%
CCOC(=O)c1cc(C)n(CC2CCC(C(=O)Nc3ccc(OC)cc3)CC2)c1C (stereo unspecified)	-4%	25%	13%	-5%	-4	-3%	-4%	-15%	50%[activator]
O=S(=O)(c1cccc2ccccc12)N1CCSC1	-9%	-6%	1%	22%	-1	6%	-5%	9%	21%
COc1ccc(S(=O)(=O)Nc2c(NC3CCCCC3)c3ccccc3oc2=O)cc1Cl	6%[57.1 µM]	23%[57.1 µM]	u	-15%	0	-16%	-7%	25%	22%
CCCc1[nH]nc2c1C(c1cc(OC)ccc1F)C(C#N)=C(N)O2 (stereo unspecified)	-7%	u	-5%	4%	1	5%	-1%	7%	11%
COc1ccc(C(C(=O)NC2CCCC2)N(CCC(C)C)C(=O)CCC(=O)Nc2cc(C)on2)cc1 (stereo unspecified)	-6%	0%	-12%	-5%	1	-9%	5%	0%	4%
O=C(Nc1nccs1)c1cnccn1	-3%[57.1 µM]	-10%[57.1 µM]	2%	-1%	2	-12%	i	-3%	-2%
Cc1ccc(N2CCN(S(=O)(=O)c3ccc4oc(=O)ccc4c3)CC2)c(C)c1	u	-4%	2%	0%	0	-30%	-4%	1%	27%
Cc1ccc(S(=O)(=O)NCCC(=O)Nc2cc(F)ccc2C)cc1C	-1%[57.1 µM]	2%[57.1 µM]	-1%	1%	-8	-2%	-3%	-9%	7%
CCOc1ccc(NC(=O)Cn2cc(C(=O)c3ccc(OC)cc3)c(=O)c3cc4c(cc32)OCO4)cc1	-5%	10%	u	-3%	-1	-29%	4%	-4%	36%
CCCN1CCN(c2cc3c(cc2F)c(=O)c(S(=O)(=O)c2ccc(Cl)cc2)cn3C)CC1	28%	5%	2%	-15%	2	-10%	-12%	0%	39%[activator]
O=C(NCc1cccs1)c1ccc2ccccc2n1	-5%	-5%	2%	-2%	2	-7%	-2%	-19%	-8%
O=C(O)c1ccccc1C(=O)NCCc1ccc(Cl)cc1	1%	20%	-2%	-4%	1	-24%	1%	-11%	63%[activator]
CCOc1ccc(NC(=O)Cn2nnc(-c3ccccc3NC(=O)CC)n2)cc1	3%[57.1 µM]	14%[57.1 µM]	9%	3%	4	-21%	7%	-1%	36%[activator]
Cc1cccc(C(=O)Nc2ccc(NC(=O)c3cccc(C)c3)cc2)c1	x	x	x	7%	-3	3%	-7%	11%	x
Cn1c(/C=C/c2ccc(Cl)cc2)nc2ccccc2c1=O	19%[57.1 µM]	21%[57.1 µM]	0%	1%	1	-6%	-6%	u	-10%
O=C(CCc1ccccc1)N1CCc2c([nH]c3ccccc23)C1c1ccc(F)cc1 (stereo unspecified)	0%[57.1 µM]	19%[57.1 µM]	49%[activator]	13%	-4	-7%	i	-7%	3%[57 µM]
Oc1ccccc1C=Nc1ccccc1-c1nc2ccccc2[nH]1	61%[activator][57.1 µM]	37%	3%	16%	-2	-4%	-4%	-20%	24%
CCOC(=O)C1CCCN(C(=O)CCNS(=O)(=O)c2cc(Br)cnc2N)C1 (stereo unspecified)	13%	26%	-5%	0%	-2	-22%	-8%	5%	30%
O=C(c1ccco1)N1c2ccccc2Sc2ccccc21	3%	-41%[57.1 µM]	-4%	5%	-2	-9%	i	15%	44%
COc1ccc(C2C3=C(CCCC3=O)N(CC(=O)O)C3=C2C(=O)CCC3)cc1Br	x	x	x	10%	-3	-16%	-4%	-15%	x

(cont.)
SMILES	TrxR1 substrate	TrxR1 inh	Pin1 inh	mIDH1 inhibitor	PI4K2A block	USP1 inh	Tb PGK inh	GLS inh	HP1b binding inh
CCOc1ccc(-n2nnnc2SCC(=O)NC2CCCC2)cc1	6%	13%	-2%	0%	4	-28%	-2%	1%	13%
COc1cccc(-n2nnc3c(=O)n(Cc4ccc(C)cc4)cnc32)c1	5%	35%	-4%	4%	7	-27%	-2%	-19%	8%
O=C(NCc1ccccc1)c1cc(-c2ccncc2)nc2ccc(S(=O)(=O)N3CCOCC3)cc12	-3%	0%	51%	-5%	2	-4%	5%	6%	4%
Nc1ccc(Nc2ccncc2)cc1	x	x	x	-3%	-6	-25%	-3%	55%[activator]	x
CCCNC(=O)CN(C1CCCCC1)S(C)(=O)=O	-24%[57.1 µM]	14%[57.1 µM]	-4%	3%	0	-19%	-10%	-5%	23%
CCOCCCNS(=O)(=O)c1ccc(NC(=O)N2c3ccccc3Sc3ccccc32)cc1	3%	40%[activator]	-17%	0%	4	-24%	-1%	20%	-2%
CCOc1ccc(NC(=O)CC2C(=O)NCCN2C(=O)c2ccc(Cl)cc2)cc1 (stereo unspecified)	-14%	21%[57.1 µM]	-9%	5%	0	-7%	i	2%	9%
CSc1ccccc1C(=O)N1CCCC(CNC(=O)c2ccc(F)cc2)C1 (stereo unspecified)	6%	18%	-1%	14%	4	-30%	-1%	3%	18%
COc1ccc(-c2cccc(C3C4C=CCCC4(C)C(=O)N3Cc3ccccc3)c2)cc1 (stereo unspecified)	2%	-12%	2%	x	x	x	x	x	10%
CC(=O)Nc1ccc(S(=O)(=O)NCc2ccc(C(=O)NC(C)c3ccccc3)cc2)cc1 (stereo unspecified)	6%	10%	2%	3%	4	-13%	i	-5%	14%
CCC1=NN(C(=O)c2cccc([N+](=O)[O-])c2)C(O)(c2ccc(C)cc2)C1 (stereo unspecified)	-3%	17%	-1%	1%	1	-23%	-9%	12%	7%
C=CCN1C(=O)/C(=C2/Sc3ccc(OC)cc3N2C)SC1=NCc1ccccc1	4%	24%	u	12%	7	-25%	-9%	-5%	51%[activator]
O=C(O)COc1ccc(NC(=O)C(c2ccccc2)c2ccccc2)cc1	4%	30%	5%	-9%	-5	-10%	-1%	13%	30%
COc1cc2c(cc1NC(=O)CCCCCN1C(=O)CCC1=O)oc1ccccc12	1%	6%	0%	3%	-1	-20%	-9%	-3%	5%
CC(CN1CCCCC1)C(=O)NNC(=O)C12CC3CC(CC(C3)C1)C2 (stereo unspecified)	-1%	16%	0%	-4%	-2	-15%	-5%	0%	35%
COC(=O)c1c(NC(=O)C(C)C)sc2c1CCN(Cc1ccccc1)C2	4%[57.1 µM]	33%[57.1 µM]	-4%	2%	-2	-15%	8%	18%	25%
O=C1Nc2ccccc2/C1=C/c1cccnc1	-10%	-23%	-1%	-5%	-6	-6%	-9%	16%	-3%
Cc1cccc(NC(=O)c2nc[nH]c2C(=O)N[C@@H](CCCCNC(=O)OC(C)(C)C)C(=O)OC(C)(C)C)c1	-9%[57.1 µM]	28%[57.1 µM]	13%	8%	4	-28%	i	-2%	43%[activator]
CC(C)N(Cc1ccccc1)C(=O)CN1C(=O)CSc2ccc(S(=O)(=O)N3CCCC3)cc21	-7%	18%	4%	-2%	3	-13%	-10%	-10%	-9%
Cc1cc(NC(=O)C(=O)c2c(C)[nH]c3ccccc23)no1	-7%[57.1 µM]	16%[57.1 µM]	0%	9%	3	-8%	i	-3%	14%
O=C(CCCn1cnc2ccccc2c1=O)Nc1ccccc1F	3%[57.1 µM]	20%[57.1 µM]	8%	-9%	-3	-15%	-2%	-6%	18%
C/C(CCc1oc2ccc(Cl)cc2c1-c1ccc(C)o1)=N\O	-5%	10µM*	9%	-5%	9	-16%	-5%	24%	u
O=S(=O)(NCCCN1CCOCC1)c1ccc2ccccc2c1	2%[57.1 µM]	7%[57.1 µM]	-1%	-8%	3	-11%	-3%	0%	24%
CCNC(=S)Nc1ccc(OCC)cc1	-7%	-16%	0%	1%	4	1%	1%	23%	26%
Cc1cc(C)n(C(=O)COc2ccccc2C)n1	-5%	9%[57.1 µM]	2%	4%	1	-7%	-9%	18%	44%[activator]
O=C(COc1ccccc1Cl)OCc1cc(=O)n2nc(-c3cccs3)sc2n1	2%[57.1 µM]	15%[57.1 µM]	57%[activator]	-3%	1	-16%	-4%	-10%	-28%
CCCOC1CCCN(C(=O)c2cc(COc3c(F)cccc3F)on2)C1 (stereo unspecified)	-1%	-5%	-3%	1%	2	-6%	-10%	3%	31%
